High-throughput results from PubChem.
NS5 inhibitors: flavivirus cap methylation enzyme inhibition – biochemical, confirmation dose response, primary screen (AID 588689); Dengue-2 NS5 methyltransferase capping enzyme assay, biochemical; higher % means a stronger effect; inhibition, % at 25 µM; hits with a dose series show IC50 in µM; 340,000 compounds, 0.3% hits; in the data active = a potency from the dose series; inconclusive = inhibition above about 29% without an active follow-up result
NTR1 ag: agonists of NTR1, primary screen, imaging, U2OS cells, beta-arrestin-GFP, high content (AID 493036). NTR1-U2OS beta-arrestin-GFP spot imaging, agonist mode. activation, % at 20 µM. 330,000 compounds, 0.17% hits;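 active = activation at or above 40% of the spot to cytoplasm intensity ratio, with at least 20 cells analyzed; inconclusive = wells under 20 cells, flagged as cytotoxic or low count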;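 also: 0% = DMSO without peptide and 100% = 100 nM NTR1 peptide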
Target sequence (P30989 whole entry, looked up): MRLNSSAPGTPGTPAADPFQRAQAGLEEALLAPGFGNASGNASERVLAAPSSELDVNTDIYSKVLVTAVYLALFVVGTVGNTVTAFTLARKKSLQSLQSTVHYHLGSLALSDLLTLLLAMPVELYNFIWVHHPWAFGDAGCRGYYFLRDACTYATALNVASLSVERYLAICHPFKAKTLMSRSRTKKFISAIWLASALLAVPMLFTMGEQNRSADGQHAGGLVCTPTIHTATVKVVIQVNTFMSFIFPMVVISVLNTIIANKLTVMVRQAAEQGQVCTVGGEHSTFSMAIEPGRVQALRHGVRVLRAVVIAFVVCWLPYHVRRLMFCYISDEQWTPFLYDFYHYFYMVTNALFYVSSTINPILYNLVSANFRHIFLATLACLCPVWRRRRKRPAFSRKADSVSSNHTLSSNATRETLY
GPR55 LPI antagonism: inhibition of LPI-stimulated GPR55 beta-arrestin translocation – imaging, U2OS, beta-arrestin-GFP, LPI agonist, primary screen (AID 2013); inhibition, % at 10 µM, or IC50 in µM where a hit was titrated; 290,000 compounds, 0.13% hits; U2OS GPR55 beta-arrestin-GFP translocation imaging, LPI antagonism; higher % means a stronger effect;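 active = spots per cell inhibited over 60%, with over 100 cells counted and total cytoplasm intensity under 500,000; inconclusive = wells with under 100 cells, flagged as likely toxic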;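 also: U2OS cells stably carrying GPR55 and arrestin-GFP stimulated by 5 µM LPI near EC80; imaged beta-arrestin-GFP aggregate spots per cell after agonist stimulation; plate controls were LPI-stimulated DMSO wells for no effect and DMSO wells without LPI for full effect; some results filed as inactive read as strong as hits; confirmed hits need IC50 under 10 µM and bright autofluorescent wells are also inconclusive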
GPR35 antagonists: GPR35 antagonists blocking zaprinast-driven arrestin recruitment, primary screen, imaging, U2OS, beta-arrestin-GFP, zaprinast agonist (AID 2058) | 290,000 compounds, 0.052% hits | U2OS GPR35 beta-arrestin-GFP translocation imaging, zaprinast antagonism; higher % means a stronger effect | inhibition, % at 10 µM; hits with a dose series show IC50 in µM;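 active = inhibition of at least 50% with at least 30 cells and total cytoplasm GFP at most 10,000,000; inconclusive = under 30 cells or total GFP of 10,000,000 plus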
GPR55 beta-arrestin: selective activators of receptor GPR55 – imaging, U2OS cells, beta-arrestin-GFP redistribution, primary screen (AID 1961); U2OS GPR55 beta-arrestin-GFP redistribution imaging; higher % means a stronger effect; activation, % at 10 µM; hits with a dose series show EC50 in µM; 290,000 compounds, 0.048% hits;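 active = activation above 40% with more than 50 cells counted in the well; inconclusive = wells holding fewer than 50 cells, flagged as toxic or sparse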;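 also: U2OS osteosarcoma cells stably expressing GPR55 and beta-arrestin-GFP; plate controls were DMSO negative control for no effect and LPI positive control for full effect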
Large T inhibition: SV40 large T antigen inhibitors, biochemical (AID 1903) | 310,000 compounds, 0.39% hits | SV40 large T antigen ATPase/helicase inhibition assay; higher % means a stronger effect | inhibition, % at 20 µM; hits with a dose series show IC50 in µM; in the data active = a potency from the dose series; inconclusive = inhibition mostly from about 32% at the one dose, without a potency; inactive = the rest, 99 in 100 with inhibition below about 32%; also: strong numbers were not always called active
MgcRacGAP inhibition: MgcRacGAP GTPase-activating activity inhibitors, confirmation, biochemical, ADP Hunter fluorescence; MgcRacGAP-stimulated Rac1 GTP hydrolysis, ADP Hunter fluorescence; higher % means a stronger effect; GST-tagged Rac1 F28L mutant substrate; one-dose inhibition, % at 30 µM; IC50 in µM for titrated hits; 340,000 compounds, 0.6% hits; AID 624330;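 active = first-screen hits whose inhibition reached a set limit at any dose in the follow-up dose series; inconclusive = inhibition above the set first-screen limit but never retested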;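 also: fluorescence reports GDP produced by GAP-driven GTP hydrolysis; strong numbers were not always called active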
AID2073: disruptors of CaV2.2 binding to Mint1 – biochemical, HTRF (AID 2073). HTRF protein-protein interaction, Mint1-CaV2.2; higher % means a stronger effect. one-dose inhibition, % at 20 µM; IC50 in µM for titrated hits. 290,000 compounds, 0.19% hits; in the data active = inhibition mostly above about 51%, no sharp cut-off; inconclusive = no clear call, values can overlap the other calls; inactive = mostly below about 53%; also: some results filed as inactive read as strong as hits
Yfh1-depleted yeast: enhancers of respiration in Yfh1-depleted yeast, dose response, Friedreich's ataxia, plus single-dose screen (AID 1465); S. cerevisiae Yfh1-off respiration, WST-1 reduction, 72 h; higher fold induction means a stronger effect; fold induction at 50 µM; hits with a dose series show EC50 in µM; 220,000 compounds, 0.074% hits;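 active = fold induction of absorbance versus untreated yeast above a set limit, then at least 30% activation at any dose in follow-up; inconclusive = repeats straddling the limit, or above it without dose testing; inactive = fold induction below the set limit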;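 also: activators that raise dye reduction in frataxin-depleted yeast; strong numbers were not always called active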
NTR1 ag cell count 20 µM: second read-out of NTR1 ag, no call of its own (marks repeat the call); cell count; measured here: cell count, cytotoxicity flag
NS5 inhibitors pilot replicate: second read-out of NS5 inhibitors, no call of its own (marks repeat the call); inhibition, %; measured here: pilot screen replicate inhibition
Starred values were filed as active, the others as inactive; i = inactive; u = inconclusive; x = not tested or not shown.

SMILES | NS5 inhibitors | NTR1 ag | NTR1 ag cell count 20 µM | GPR55 LPI antagonism | GPR35 antagonists | GPR55 beta-arrestin | Large T inhibition | MgcRacGAP inhibition | AID2073 | Yfh1-depleted yeast | others
CC(C)OCCCNC(=O)c1ccc(NC(=O)C2=CSCCO2)cc1 | -2.3% | 1.4 | 65 | 4.2% | 4.4% | 0.0% | -1.0% | 8.3% | 2.8% | x
Cc1ccc(-c2nc(CS(=O)(=O)CC(=O)Nc3cc(F)ccc3F)c(C)o2)cc1 | 2.8% | 4.6 | 54 | 13.0% | 4.1% | 0.5% | -1.6% | 15.2% | -0.3% | x
COc1ccc(NC(=O)CSc2ccc(-c3cccs3)nn2)c(OC)c1 | -7.5% | 1.2 | 53 | -8.0% | -19.3% | -0.2% | 6.5% | 4.3% | 7.7% | i
COc1ccc(CN2CCNC(=O)C2CC(=O)N(C)CCC2CCOCC2)c(OC)c1 (stereo not drawn) | -0.9% | -1.8 | 65 | 3.4% | 5.4% | -0.2% | 9.9% | 13.6% | -1.5% | x
Cc1nn(-c2ccccc2)c2c1C(c1ccc([N+](=O)[O-])cc1)N1C(=N2)C(=O)Nc2ccccc21 (stereo not drawn) | 0.7% | 1.6 | 55 | 34.1% | -4.8% | -0.1% | 8.7% | 10.1% | 13.3% | i
Cc1c(Cl)c([N+](=O)[O-])nn1CC(=O)Nc1c(C)n(C)n(-c2ccccc2)c1=O | -3.4% | 1.0 | 63 | -18.5% | -9.7% | 0.0% | 2.7% | 7.3% | 1.7% | i
O=C(NCCNS(=O)(=O)c1ccccc1Cl)c1cc(OCC(F)(F)F)ccc1OCC(F)(F)F | 6.5% | 1.8 | 88 | 16.0% | -0.3% | -2.3% | 1.8% | -0.6% | -3.8% | i
CC(c1ccccc1)n1c(CO)nc2ccccc21 (stereo not drawn) | -4.8% | 0.4 | 68 | -3.5% | 3.7% | -0.4% | 8.0% | 2.0% | 4.7% | x
Cc1cccn2c(=O)c3cc(C(=O)NC4CCCC4)c(=N)n(CC4CCCO4)c3nc12 (stereo not drawn) | -6.7% | 10.3 | 45 | 5.2% | 4.6% | 3.2% | 10.6% | 13.2% | 19.3% | x
Clc1ccc(-c2nc3ccccn3c2CN2CCCCC2)cc1 | -8.0% | 1.8 | 62 | 6.2% | -3.9% | 0.7% | 8.8% | 4.6% | 6.7% | i
CSCC[C@H](NC(=O)OC(C)(C)C)C(=O)N/N=C/c1c(C)[nH]c(=O)[nH]c1=O | -6.2% | -0.5 | 36 | 3.3% | 16.3% | -0.4% | -1.4% | 10.5% | 0.9% | x
COc1ccc(/C=N/NC(=O)c2csc(-n3nc(C)cc3C(F)(F)F)n2)cc1 | -3.2% | 3.6 | 79 | -10.1% | 0.4% | -0.3% | 2.2% | 6.0% | 30.2% | i
CNC(=O)c1cc(S(=O)(=O)NC2CCCCCC2)ccc1C | 0.0% | 2.2 | 45 | 4.7% | 44.5% | 0.0% | x | 3.1% | 11.3% | x
Cc1cccc2cc(CN(Cc3ccco3)C(=O)NC3CCCCC3)c(=O)[nH]c12 | 2.7% | 1.6 | 81 | 6.0% | 6.6% | -0.1% | -1.4% | 5.5% | 1.4% | i
Cc1ccccc1N1C(=O)c2ccccc2N2C(=O)c3ccccc3C12 (stereo not drawn) | -4.8% | -0.8 | 55 | -11.1% | -2.0% | -0.1% | 20.4% | -6.5% | 0.8% | i
O=C(NNC(=S)NC(=O)c1ccc(Br)cc1)c1cccc([N+](=O)[O-])c1 | 0.0% | 3.8 | 96 | 11.2% | -9.9% | -0.1% | 10.8% | 9.4% | -19.4% | x
O=C(COC(=O)CCc1nc2ccccc2s1)NC(=O)NCc1ccco1 | -1.5% | -0.2 | 63 | -1.3% | -15.1% | 1.0% | -3.7% | 2.7% | 14.1% | i
COc1ccc(C)cc1NC(=O)CN1C(=O)COc2ccc(C)cc21 | -5.0% | 0.2 | 54 | 4.3% | 3.4% | 0.3% | 15.9% | 4.0% | 4.9% | x
COc1ccc(/C=C(\NC(=O)c2ccco2)C(=O)NCc2ccco2)cc1 | -4.5% | -0.9 | 55 | -0.9% | -14.2% | 0.0% | 6.7% | 4.7% | 8.6% | x
COC(=O)Cn1cnc(=O)c(C#N)c1/C=C/N(C)C | 5.4% | x | x | 3.4% | 0.7% | -0.1% | 26.4% | 7.0% | -0.4% | i
O=C(NC(=S)Nc1ccc(N2CCOCC2)c(Cl)c1)C(c1ccccc1)c1ccccc1 | -2.1% | 2.0 | 50 | 0.6% | -2.2% | 0.0% | 0.7% | 10.6% | -6.2% | i
CSc1cccc(NC(=O)C2CCN(S(C)(=O)=O)CC2)c1 | -6.9% | 2.0 | 58 | -2.7% | 27.7% | -0.1% | -2.1% | 4.1% | -9.1% | i
COc1cc(C)c(S(=O)(=O)N2CCOCC2)cc1C(C)C | -2.8% | -0.6 | 45 | -4.5% | 5.9% | -0.1% | x | 6.7% | -2.7% | i
CC(C)C(NC(=O)c1c(F)cccc1F)C(=O)NCCc1ccc(S(N)(=O)=O)cc1 (stereo not drawn) | -7.3% | 1.2 | 37 | 6.2% | 10.1% | 0.3% | 5.3% | 4.4% | 8.6% | x
CCOC(=O)c1c(-c2ccccc2)oc2ccc(OCC(O)CN(C)C)cc12 (stereo not drawn) | -6.3% | 2.1 | 44 | 30.4% | 17.9% | 0.0% | -2.0% | 5.3% | 47.4% | x
COC(=O)c1sc(N2C(=O)c3oc4ccccc4c(=O)c3C2c2cccc(O)c2)nc1C (stereo not drawn) | -3.9% | 0.7 | 66 | 14.1% | 5.6% | -0.1% | 5.3% | 12.7% | 62.4% | i
CCc1nc2nc(C)c(NS(=O)(=O)c3ccc(Cl)cc3)c(=O)n2[nH]1 | -5.0% | -1.0 | 55 | -8.7% | 1.3% | -0.2% | 9.1% | 4.5% | 2.0% | x
Cc1ccc(C)c(OCC(=O)Nc2ccc(N3CCOCC3)cc2)c1 | -0.8% | -0.5 | 54 | 10.8% | 7.8% | -0.1% | 1.7% | 0.9% | 12.9% | i
CCc1ccc(-n2c(C)cc(/C=N/NC(=O)c3ccncc3)c2C)cc1 | -18.8% | -1.8 | 94 | -9.1% | -11.0% | -0.1% | 14.4% | 5.1% | 5.1% | i
CCNC(=O)COC(=O)c1cc(=O)[nH]c2ccccc12 | -5.7% | 0.8 | 62 | 6.6% | 10.6% | -0.2% | 12.9% | 2.7% | 9.1% | i
CC(=NCC1CCNCC1)C1=C(O)CC(C)(C)CC1=O | 3.2% | 2.9 | 41 | -5.6% | 8.6% | -0.1% | 1.4% | 12.0% | 6.5% | i
Cc1cc(OCCn2ccnc2)cc(C)c1Cl | 5.7% | 1.0 | 48 | 6.4% | 10.3% | -0.1% | 10.8% | 6.5% | 9.8% | x
O=C(CSc1nnc(NC(=O)c2ccccc2F)s1)NC1CC1 | -6.2% | 1.3 | 41 | 16.8% | -1.2% | -0.4% | 6.3% | 2.7% | 2.5% | x
O=C(NCc1ccccn1)c1c(O)c2c([nH]c1=O)CCCC2 | -2.8% | 2.5 | 49 | 8.6% | -9.2% | -0.2% | 2.7% | 4.7% | 9.4% | i
CC1(C)Oc2ccc3ccc(=O)oc3c2/C(=C/NC2CCCCC2)C1=O | -2.4% | 13.0 | 85 | 10.4% | 1.9% | -0.2% | 5.9% | 0.8% | 15.1% | i
CCOC(=O)N1CCN(C(=O)CSc2ccccc2)CC1 | 4.1% | 0.4 | 91 | 1.2% | 2.1% | -0.1% | 15.2% | 1.1% | -6.4% | i | NS5 inhibitors pilot replicate=0.6
CC(C)(C)Nc1nc(OCC#N)nc(N2CCCCC2)n1 | 0.0% | 3.3 | 114 | -16.4% | -17.5% | -0.1% | -2.4% | 4.1% | -14.1% | i
Cc1cccc(OCc2n[nH]c(=S)o2)c1 | -8.2% | -1.1 | 60 | 8.2% | -7.2% | -0.2% | 2.4% | 8.7% | -0.5% | i | NS5 inhibitors pilot replicate=-4.2
COc1ccc(CCNC(=O)CCOc2cc(C)ccc2C)cc1OC | 2.6% | 0.6 | 60 | 5.9% | -4.0% | -0.2% | 13.5% | 7.2% | -9.5% | x
COc1ccc(/C=N\NC(=O)COc2ccccc2)c(C(=O)O)c1OC | -8.2% | -2.2 | 93 | -2.5% | -7.0% | -0.1% | -4.3% | 10.3% | 5.0% | i
COc1ccc(Nc2cc(C(=O)NCCCOC(C)C)c3ccccc3n2)c(OC)c1 | -4.5% | 2.5 | 62 | 0.5% | 2.3% | 0.3% | 8.4% | 5.6% | -2.0% | x
Cn1c(=O)oc2cc(S(=O)(=O)N3CCCC(C(=O)Nc4ccccn4)C3)ccc21 (stereo not drawn) | -1.4% | -1.2 | 105 | 5.2% | 2.4% | 0.2% | -1.2% | -4.1% | 5.0% | i
CN(C(=O)COc1coc(CN2CCN(c3ccccc3)CC2)cc1=O)c1ccccc1 | -5.1% | 0.4 | 68 | x | x | x | 14.1% | 6.7% | x | x
CCc1ccc(NC(=S)N(Cc2cccnc2)Cc2ccco2)cc1 | -3.6% | -1.7 | 49 | 15.0% | 45.4% | 0.8% | 15.7% | 4.8% | -13.8% | i
CCCCn1c(SCC(=O)c2ccc(OCC)cc2)nc2cc(S(N)(=O)=O)ccc21 | -10.3% | 9.2 | 61 | 1.4% | -3.4% | 0.0% | -27.4% | 13.0% | 17.7% | i
Cc1ccccc1N1C(=O)CC(c2c[nH]c3ccccc23)C1=O (stereo not drawn) | -11.9% | 0.6 | 41 | -0.6% | 9.4% | -0.3% | 7.1% | 6.6% | -10.7% | i
Clc1cc(-c2ccc(/C=N/n3cnnc3)o2)ccc1Br | u | 1.5 | 81 | -9.8% | 8.2% | -0.1% | 6.8% | 8.5% | 11.8% | i
C/C(=N/NC(=O)CN(c1ccccc1)S(=O)(=O)c1ccccc1)c1ccccc1O | -10.3% | 1.4 | 54 | -3.8% | 2.8% | 0.2% | -12.1% | -4.7% | 14.5% | x
FC(F)(F)c1nnc2sc(-c3cccs3)nn12 | -2.4% | 1.2 | 75 | 12.8% | -12.3% | -0.2% | 6.4% | 6.9% | 1.2% | i

Compounds as they come (roughly 1.7% active in at least one column).
